Lipid storage S3: qHTS Assay for Lipid Storage Modulators in Drosophila S3 Cells | Drosophila S3 cells, BODIPY lipid droplet fluorescence, 18-24 h; cells fed with added oleic acid | Potency in µM for hits, for the others lipid storage change, negative = inhibition, % at the top dose, mostly 46.1 µM | 320,000 tested, 0.64% active | AID 2685; active = well fitted inhibition curve with a large enough effect in the signal ratio, with a control signal flat, not every such curve was filed as active; inconclusive = small, poorly fitted or top-dose-only effect, or effect the other way, or a change in a side signal; the % refers to the signal ratio
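Drosophila S3 cells loaded with oleic acid (400 uM, as added) and compounds at several concentrations; lipid droplets imaged by 488-nm laser-scanning cytometry, 500–530 nm intensity and object ratio to cell channel. Percent activity normalized to 20 uM Triacsin C.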
Lipid storage S3 cell count max: also measured in Lipid storage S3; calls as there; cell number change, %; measured here: cell count max response;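 cells counted by Cell Tracker Red CMTPX staining in the red channel; peak over a dose series mostly up to 46.1 µM; percent activity relative to internal control wells on each plate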
* marks the source's active call; other numbers are inactive results; i = inactive; ? = inconclusive; . = no result given; [ ] = remark or other dose. % is scaled to controls: 0 for no effect and ±100 for the full control effect; potency is read from the fitted curve at half-maximal effect.

SMILES	Lipid storage S3	Lipid storage S3 cell count max
O=C(CSc1cn(CCNC(=O)c2ccc3ccccc3c2)c2ccccc12)NCc1ccco1	?	.
C=CCN1CCN(C(=O)CSc2ccccc2)CC1	i	22
O=C(NCCCn1ccnc1)Nc1ccc(Cl)c(Cl)c1	?	.
CCC(C)NC(=O)CNC(=S)N(Cc1ccc(F)cc1)C1CCCCC1 (configuration not stated)	?	.
COc1cccc(NC2=NCCCCC2)c1	?	.
c1ccc(-c2csc3ncnc(-n4cnc5ccccc54)c23)cc1	1%	7
Cc1ccc(S(=O)(=O)N(C)CC(=O)Nc2ccc(C)cn2)cc1	12%	9
COc1ccc(NC(=O)C2CCC(=O)N2)cc1 (configuration not stated)	?	.
Cc1ccc2oc(C(=O)N3CCN(Cc4ncccc4C)CC3)c(C)c2c1	i	.
O=C(COc1ccccc1Cl)Nc1ccc(S(=O)(=O)N2CCOCC2)cc1	-23%	-11
CCOCCCNC(=O)c1c(C)[nH]c(C(=O)OCC)c1C	?	.
COc1ccc(/C=C/c2nc(S(=O)(=O)c3ccccc3)c(N(C)C)o2)cc1	i	15
CC(C)(C)NC(=O)NCCc1ccccc1	-4%	3
CCCN1C2CCCC1CC(NC(=S)NCCCOCC)C2 (configuration not stated)	i	-29
CN(C)c1ccc(NC(=O)CSc2nc(C3CC3)nc3ccccc23)cc1	?	.
CCCCN(C)CCC(=O)Nc1ccc(F)c(F)c1	-23%	-9
COc1ccc(-c2nnnn2C)cc1S(=O)(=O)Nc1ccc(C)cc1C	?	.
CC1CC(OCC(O)C[N+]2(C)CCOCC2)CC(C)(C)C1 (configuration not stated)	-4%	-5
Cc1ccc2nc(Cl)c(C#N)cc2c1	11%	7
CNC(=O)COc1coc(CN2CCN(c3ccccc3OC)CC2)cc1=O	i	0
O=C(/C=C/c1c(Cl)nc2ccccn12)N1CCCCC1	1%	10
O=S(=O)(c1ccc2ccccc2c1)N1CCN(C2CCN(Cc3ccccc3)CC2)CC1	5.8µM*	21*
O=S(=O)(Nc1ccc2c(c1)OCCO2)c1cnc[nH]1	?	.
COC(=O)C1(C(F)(F)F)N=C(C(F)(F)F)Nc2ccc(Cl)cc21 (configuration not stated)	-3%	6
COc1ccc(C(=O)Nc2ccc(CN3CCS(=O)(=O)CC3)cc2)cc1	3%	18
COc1ccc(S(=O)(=O)n2nc(OC(=O)c3cccs3)cc2N)cc1	?	.
NC(=S)N=Nc1c(O)[nH]c2cc(F)c(F)cc12	0%	-11
Cc1cccc2c1NC(=O)C21OCC(CO)([N+](=O)[O-])CO1 (configuration not stated)	4%	27
O=C(NCc1nnc(SCc2ccccc2)n1-c1ccccc1)C12CC3CC(CC(C3)C1)C2	?	.
Cc1ccccc1C(=O)N1CCN(c2ccc(NC(=O)c3ccc([N+](=O)[O-])o3)cc2)CC1	?	.
N#C/C(=C\c1ccc(F)c(Cl)c1)S(=O)(=O)c1ccccn1	2%	12
O=C(c1cc2c(cc1Br)OCCCO2)N1CCCCC1	-3%	-4
NS(=O)(=O)c1ccc(NC(=O)CSc2nnc(Cc3cccs3)n2-c2ccccc2)cc1	i	.
Cc1ccccc1CC(=O)N1CCN(C(=O)C2CCCO2)CC1 (configuration not stated)	4%	16
CN(C(=O)COC(=O)c1ccccc1Nc1ccccc1)C1CCS(=O)(=O)C1 (configuration not stated)	?	.
CCOC(=O)CCN(Cc1sccc1C)S(=O)(=O)c1ccc(F)cc1	i	.
CC(C)OC(=O)c1cc2ccccc2oc1=O	16%	19
Cc1[nH][nH]c(=O)c1/C=N/N1CCOCC1	-7%	1
CC(=O)Nc1ccc(/C=N/NC(=O)c2cc3ccccc3nc2C)cc1	?	.
CCCCCC(O)c1cccc(OCc2ccc3ccccc3n2)c1 (configuration not stated)	?	.
CCCN(CC(=O)Nc1ccccc1C)C(=O)c1nn(CC)c(=O)c2ccccc12	?	.
COc1ccc(S(=O)(=O)N2CCOCC2)cc1NC(=O)c1ccc(-n2nc(C)cc2C)cc1	-8%	-1
Cc1cc2cc(CCNC(=O)c3c(-c4ccccc4Cl)noc3C)c(=O)[nH]c2cc1C	?	.
Cc1ccc(-c2nn(-c3ccccc3)cc2/C=C/C(=O)OCC(=O)NC2CC2)o1	?	.
Cc1onc(-c2ccccc2)c1-c1nnc(-c2ccccc2C(F)(F)F)o1	-3%	-17
CC(C)(C)C(=O)Cn1nnc(-c2ccc(C(F)(F)F)cc2)n1	?	.
CCCCCCCCCCS(=O)(=O)N/N=C/c1ccc(O)cc1	?	.
COc1ccccc1CNC(=O)CCNC(=O)c1ccco1	?	.
CCOC(=O)c1cnc2c(OC)cccc2c1N1CC(C)CC(C)C1 (configuration not stated)	-19%	4
CC(C)C(C(=O)O)N1CCS(=O)(=O)CC1 (configuration not stated)	?	.
CC(=O)N/C(=C\c1ccccc1)C(=O)NCC(=O)O	0%	-1
COc1cc(/C=N\NC(=O)c2ccc(Cl)cc2)ccc1Oc1ccc([N+](=O)[O-])cn1	?	.
O=C(Nc1ccc(N2CCCC2)cc1)c1cc(Br)ccc1Cl	?	.
C/C(=N\NC(=O)CNC(=O)c1ccccc1F)c1ccco1	i	-2
CC(C)Sc1nnc(Nc2ccccc2)s1	9%	-30
NC(=S)NNc1ccc(Cl)c(Cl)c1	?	.
CCN(CCNC(=O)C1CCN(c2nnc(-n3cccc3)s2)CC1)c1ccccc1	28%	.
CCOC(=O)C1(C)NC(c2ccccc2F)C2C(=O)N(c3cccc(C(C)=O)c3)C(=O)C21 (configuration not stated)	?	.
COc1ccc(NC(=O)CNc2ccc(C#N)cc2)cc1	11%	23
COc1ccc(CNCc2ccc(OC)c3ccccc23)cc1	i	20

Looked up above:
COc1ccc(S(=O)(=O)N2CCOCC2)cc1NC(=O)c1ccc(-n2nc(C)cc2C)cc1 – Lipid storage S3 cell count max = -1
CC(C)OC(=O)c1cc2ccccc2oc1=O – Lipid storage S3 = 16%

Continued.
SMILES	Lipid storage S3	Lipid storage S3 cell count max
CN(CCOc1ccc(Cl)cc1)C(=O)c1ccc(S(=O)(=O)N2CCOCC2)cc1	12%[9.22 µM]	-2
Cc1ccsc1C(=O)N1CCN(c2ncccn2)CC1	?	.
Nc1nnnn1/N=C/c1cc([N+](=O)[O-])ccc1O	i	.
Cc1ccc(-c2csc3ncnc(-n4nnc5ccccc54)c23)cc1	22%	-1
COc1cc2c(cc1OC)-c1n[nH]c(=S)n1C(C)(C)C2	3%	7
CCOc1ccccc1C(=O)N1CCN(c2cccc(Cl)c2)CC1	?	.
CC(=O)c1cn(CC(=O)NCc2ccc3c(c2)OCO3)c2ccccc12	?	.
CCC(=O)Nc1ccc2c(c1)ncn2-c1ccc(C)cc1	-2%	20
COc1ccc(C2=NS(=O)(=O)N(C)C(C(=O)NC3CCCCC3)=C2)cc1OC	?	.
C#CCOCCOCCOCCNc1nc(N2CCN(C(=O)Cn3cc(CCCCN)nn3)CC2)nc(N2CCN(C(=O)[C@H](C)n3cc(CCCN=C(N)N)nn3)CC2)n1	-4%	.
CCc1ccc([C@@H]2CC=C(C(=O)O)[C@H](c3ccc(F)cc3)N2S(=O)(=O)c2ccc(C)cc2)cc1	?	.
Cn1nnnc1-c1cc(Cl)cc(Cl)c1	20%	.

Compound profiles, as listed above. Values in the order: Lipid storage S3 | Lipid storage S3 cell count max
Shown for CN(CCOc1ccc(Cl)cc1)C(=O)c1ccc(S(=O)(=O)N2CCOCC2)cc1 : 12%[9.22 µM] | -2
Shown for Nc1nnnn1/N=C/c1cc([N+](=O)[O-])ccc1O : i | .
Shown for COc1cc2c(cc1OC)-c1n[nH]c(=S)n1C(C)(C)C2 : 3% | 7
Shown for CC(=O)c1cn(CC(=O)NCc2ccc3c(c2)OCO3)c2ccccc12 : ? | .

A second format for three compounds above:
Every second line gives: Lipid storage S3	Lipid storage S3 cell count max
- Nc1nnnn1/N=C/c1cc([N+](=O)[O-])ccc1O
  i	.
- Cc1ccc(-c2csc3ncnc(-n4nnc5ccccc54)c23)cc1
  22%	-1
- COc1cc2c(cc1OC)-c1n[nH]c(=S)n1C(C)(C)C2
  3%	7

Additional compounds follow.
SMILES	Lipid storage S3	Lipid storage S3 cell count max
O=C(CSc1ncccn1)Nc1cccc2ccccc12	?	.
CCOCCOC(=O)c1ccc(NC(=O)c2cc(OC)c(OC)c(OC)c2Br)cc1	12%	2
CCC(C)(C)NC(=O)/C=C/c1ccc(OC)c(S(=O)(=O)N2CCOCC2)c1	17%	-1
CCC(C(=O)N1CCOCC1)n1c(C(=O)OC)cc2occc21 (configuration not stated)	?	.
O=C(COC(=O)CCCOc1ccccc1)NNC(=O)c1ccc([N+](=O)[O-])cc1	?	.
CC1CCCC(NC(=O)COC(=O)c2ccc(S(=O)(=O)N3CCOCC3)cc2)C1C (configuration not stated)	12%	-8
CCC(C)(c1ccc(C(=O)OC)s1)c1ccc(C(=O)OC)s1	?	.
CC(=O)Nc1ccc(S(=O)(=O)N2CCN(Cc3cccnc3)CC2)cc1	?	.
Cc1ccn2cc(CNS(=O)(=O)c3ccc(Cl)s3)nc2c1	5%[9.22 µM]	-26
CCCNC(=O)Cn1c(=O)/c(=C\c2ccc(-c3cccc([N+](=O)[O-])c3)o2)s/c1=C\C(=O)C(C)(C)C	i	1
Cc1ccc(OCC(=O)N(Cc2ccco2)C2CCS(=O)(=O)C2)cc1 (configuration not stated)	?	.
Clc1cnc(N/N=C/c2cccs2)c(Cl)c1	?	.
CCOC(=O)c1ccc2nc(C)c(C)nc2c1	7%	17
O=C(NCC(=O)N1CCCC(C(F)(F)F)C1)c1ccccc1Br (configuration not stated)	i	.
CC(=O)Nc1ccc(S(=O)(=O)NNC(=O)COc2cc(C)ccc2C(C)C)cc1	?	.
CCC(CC)NC(=O)CSc1nnc(-c2ccc(OC)cc2)n1C(C)C	21%	5
CC(O)[C@H]1CC[C@H]2[C@@H]3CC[C@H]4C[C@@H](O)CC[C@]4(C)[C@H]3C(=O)C[C@]12C (some centres not stated)	?	.
Cc1noc(C)c1CSc1ncnc2sc3c(c12)CCC(C)C3 (configuration not stated)	-2%	18
COc1ccc(/C=C/C(=O)c2cc(Cl)ccc2O)c(OC)c1	?	.
O=c1[nH]cc(O)c(=O)[nH]1	?	.
Cc1sc2ncnc(OCC(=O)NC3CCS(=O)(=O)C3)c2c1C (configuration not stated)	-5%	16
O=S(=O)(Nc1ccccc1N1CCOCC1)c1ccc(F)c(Cl)c1	-12%	.
COc1ccc(/C(N)=N/OC(=O)c2c(-c3ccccc3Cl)noc2C)cc1OC	?	.
OCCNc1nc(NCc2ccccc2)c2ccccc2n1	-19%	-3
CS(=O)(=O)N1CCN(c2ccc(Cl)cc2[N+](=O)[O-])CC1	?	.
COc1ccccc1NC(=O)C1CCCN(S(=O)(=O)c2cnc[nH]2)C1 (configuration not stated)	7%	2
O=C(Nc1cccc(C(=O)N2CCN(c3ccc(F)cc3)CC2)c1)c1ccccc1	?	.
CCOc1ccc(OCCC(=O)OCC(=O)NCc2ccccc2)cc1	i	-4
CCNC(=S)N1C2CCC1CC(NC(=O)NC1CCCCC1)C2 (configuration not stated)	?	.
Cc1[nH]n(-c2ccccc2)c(=O)c1N=Nc1ccccc1C(=O)N1CCCCC1	2%	1
C[C@]12CCC(=O)C=C1CC[C@@H]1[C@@H]2[C@@H](O)C[C@@]2(C)[C@H]1CC[C@]2(O)C(=O)COC(=O)CCC(=O)O	?	.
O=C1CC(NNc2ccccc2)C(=O)N1c1ccccc1 (configuration not stated)	?	.
COc1cccc(CNS(=O)(=O)c2ccc(-n3cnnn3)c(C)c2)c1	?	.
O=C(CN(c1ccccc1F)S(=O)(=O)c1ccccc1)Nc1ccc2c(c1)OCCO2	i	-9
O=C1CC(N2CCN(c3ccc(F)cc3)CC2)C(=O)N1Cc1cccs1 (configuration not stated)	?	.
CCc1ccccc1N1CC23C=CC(O2)C(C(=O)OCC(C)C)C3C1=O (configuration not stated)	?	.
O=C(CSc1ccc2ccccc2c1Br)Nc1cccc(S(=O)(=O)NC2=NCCCCC2)c1	25%	6
CCNC(=S)N/N=C(\C)c1ccc2ccccc2c1	?	.
C=C(C)C1CCC2(C(=O)O)CCC3(C)C(CCC4C5(C)C(C=O)C(O)C(C)(C)C5CCC43C)C12 (configuration not stated)	?	.
O=C(NCc1ccc(F)c(F)c1)C1CCC(=O)N(CCc2ccccc2)C1 (configuration not stated)	?	.
O=C(CCC(=O)N(CC(=O)NC1CCCCC1)Cc1cccs1)Nc1ccccn1	-1%	-11
Cc1ccccc1S(=O)(=O)NC1=NCCCCC1	2%	-13
CCC(=O)N1c2ccc(S(=O)(=O)CCC(=O)NC3CCCC3)cc2CC1C (configuration not stated)	11%	6
COc1cc(OC)cc(-c2nnc(NC(=O)CCS(=O)(=O)c3ccccc3)o2)c1	?	.
COC(=O)c1c(NC(=O)COC(=O)Cn2cnc3ccccc32)sc2c1CCCC2	5%	3
O=C(O)Cc1ccc(-c2ccccc2-c2ccccc2)cc1	?	.
C[C@H]1[C@H](C)CC[C@]2(C(=O)O)CC[C@]3(C)C(=CC[C@@H]4[C@@]5(C)C[C@@H](O)[C@H](O)C(C)(C)[C@@H]5CC[C@]43C)[C@H]12	?	.

Screens as filed in PubChem BioAssay.

A portion of the library. The share of hits here may be higher or lower than overall.
